Screening data deposited in PubChem BioAssay by Sanford-Burnham Center for Chemical Genomics.
MIN6 prolif = inducers of beta-cell replication in MIN6 cells. MIN6 cells proliferation, ATPlite luminescence, 48 h; cells starved in 0.2% serum; 100% = growth in 10% serum. proliferation, % at 10 µM. 330,000 tested, 0.29% active. AID 2380;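 active = compounds whose signal lies at least 3.5 SD above the mean of all wells on their plate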;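 note: 0% = DMSO-treated cells in low-serum medium and 100% = 10% serum control; some compounds called inactive have numbers as strong as hits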
SENP1 FRET inh = inhibitors of human SENP1 SUMO protease catalytic domain | AID 624204 | 360,000 tested, 0.21% active | recombinant SENP1 catalytic domain, CyPet-SUMO1-YPet FRET cleavage | inhibition, % at 10 µM | Q9P0U3;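 active = inhibition at least 30% at 10 µM, raw YFP signal under a set limit, fluorescence ratio 0.5 to 1.5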;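 note: 0% = enzyme with DMSO and 100% = no enzyme wells; some results filed as inactive read as strong as hits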
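Assay system: hSENP1 catalytic domain, recombinant. Amount: SENP1 enzyme, 20 pM final. Schedule: 50 min reaction, RT, dark. Technique: FRET, CFP and YFP emission. Control set: no-enzyme wells low, DMSO-plus-enzyme wells high control.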
NALP3 yeast inh = NALP3 inhibition in yeast; AID 2825; Yeast reconstituted NLRP3/ASC/caspase-1, beta-gal luminescence, 24 h; inhibition, % at 10 µM; 330,000 tested, 0.39% active;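 active = inhibition of 50% or more; inactive = inhibition below 50%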;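 note: plate controls were induced DMSO wells for no effect and uninduced yeast grown without galactose for full effect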
mIAP act = mouse IAP activation. activation factor at 10 µM. 330,000 tested, 0.24% active. muIAP, CDP-Star luminescence, 30 min; stronger effect = higher value; 1 = vehicle-only enzyme signal, 0 = enzyme-free wells;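 active = activation factor of at least 2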; note: the source names both 10 and 20 µM as test concentration; values of inactives mirror those of a sister screen read the other way
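Assay system: mouse IAP enzyme; reagent: chemiluminescent substrate CDP-Star; dosing: test compounds delivered from DMSO solution; schedule: 30 min at room temperature; measured by: luminescence from enzymatic CDP-Star hydrolysis; controls: DMSO-only wells and no-enzyme negative control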
hIAP activ = human IAP activation; P09923; purified human IAP, CDP-Star luminescence, 30 min; stronger effect = higher value; 1 = vehicle-only enzyme, 0 = enzyme-free background; activation factor at 10 µM; 330,000 tested, 0.16% active; AID 2524;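 active = activation factor of the enzyme at least 2-fold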; note: the source names both 10 and 20 µM as test concentration; values of inactives mirror those of a sister screen read the other way
Target sequence (P09923 whole entry, looked up): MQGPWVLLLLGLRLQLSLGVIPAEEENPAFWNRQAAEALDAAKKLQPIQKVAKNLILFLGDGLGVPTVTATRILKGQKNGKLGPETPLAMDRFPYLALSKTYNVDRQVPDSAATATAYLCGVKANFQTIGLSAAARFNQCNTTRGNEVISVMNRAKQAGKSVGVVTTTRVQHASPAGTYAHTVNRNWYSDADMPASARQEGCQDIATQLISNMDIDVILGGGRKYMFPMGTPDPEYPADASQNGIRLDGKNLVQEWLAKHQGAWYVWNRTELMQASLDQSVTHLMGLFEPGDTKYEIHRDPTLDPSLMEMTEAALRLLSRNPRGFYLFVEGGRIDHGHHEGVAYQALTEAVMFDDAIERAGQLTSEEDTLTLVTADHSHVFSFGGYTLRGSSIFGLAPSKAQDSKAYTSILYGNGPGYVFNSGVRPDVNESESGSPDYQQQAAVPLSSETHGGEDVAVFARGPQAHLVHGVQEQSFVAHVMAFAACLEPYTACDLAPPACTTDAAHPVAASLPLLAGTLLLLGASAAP
APOBEC3A inh = human APOBEC3A DNA deaminase inhibition | P31941 | recombinant A3A, FAM/TAMRA ssDNA deamination fluorescence | inhibition, % at 20 µM | 330,000 tested, 0.41% active;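 active = at least 40% inhibition at 20 µM here, with at most 30% in a related deaminase screen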;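 note: plate controls were A3A with DMSO for no effect and wells lacking A3A enzyme for full effect; some results filed as inactive read as strong as hits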
APOBEC3G inh = inhibitors of human APOBEC3G DNA deaminase | 330,000 tested, 0.28% active | inhibition, % at 20 µM | recombinant A3G, ssDNA deamination FAM/TAMRA fluorescence | Q9HC16;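 active = inhibition of at least 40% at 20 µM, with no more than 30% in the related APOBEC3A deaminase screen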;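 note: plate controls were DMSO wells with A3G for no effect and wells lacking A3G enzyme for full effect; some compounds called inactive have numbers as strong as hits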
Target sequence (Q9HC16 whole entry, looked up): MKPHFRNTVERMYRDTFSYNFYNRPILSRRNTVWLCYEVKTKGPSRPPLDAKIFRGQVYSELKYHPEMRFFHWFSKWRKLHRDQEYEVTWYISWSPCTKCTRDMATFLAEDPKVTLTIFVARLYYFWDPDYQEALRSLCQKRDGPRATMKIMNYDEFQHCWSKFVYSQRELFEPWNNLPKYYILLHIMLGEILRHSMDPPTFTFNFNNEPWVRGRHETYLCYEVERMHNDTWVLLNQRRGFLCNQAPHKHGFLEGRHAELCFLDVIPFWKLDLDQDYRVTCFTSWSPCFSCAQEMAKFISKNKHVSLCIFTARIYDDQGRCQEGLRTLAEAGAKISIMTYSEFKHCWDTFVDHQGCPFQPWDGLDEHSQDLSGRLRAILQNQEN
hIAP block = blocks human intestinal alkaline phosphatase; purified IAP, CDP-Star luminescence, 30 min; inhibition, % at 10 µM; 330,000 tested, 0.12% active; AID 2544;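 active = inhibition reaching a set limit with compound at 10 µM in the primary screen, cut at about 35% in these data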;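 note: plate controls were DMSO wells with enzyme for no effect and no-enzyme buffer wells for full effect; values of inactives mirror those of a sister screen read the other way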
mIAP inh = mouse IAP inhibition; inhibition, % at 10 µM; 330,000 tested, 0.2% active; AID 2806; purified mouse IAP, CDP-Star luminescence, 30 min;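 active = inhibition of at least 40% at 10 µM in the primary screen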;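 note: plate controls were DMSO with enzyme for no effect and no enzyme wells for full effect; values of inactives mirror those of a sister screen read the other way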
An asterisk follows results filed as active; i = inactive; . = not tested or not shown. The list is partial, so the mix of outcomes need not match the whole.

SMILES	MIN6 prolif	SENP1 FRET inh	NALP3 yeast inh	mIAP act	hIAP activ	APOBEC3A inh	APOBEC3G inh	hIAP block	mIAP inh
O=C(NCCCN1CCCC1=O)c1cc(S(=O)(=O)N2CCOCC2)ccc1Cl	0	2	10	1	1	1	-4	0	-1
O=C(OC1CCOC1=O)C1CCN(S(=O)(=O)c2ccccc2)CC1 (configuration not stated)	-3	1	17	1.1	1.2	-1	-5	-16	-12
CCCN=C1N(C)C[C@@H]2[C@@H]3C(=O)N(Cc4ccccc4)C(=O)[C@@H]3[C@](Cc3ccccc3)(C(=O)OC)N12	.	1	.	1.1	.	1	1	.	-14
COc1ccc(/C=N/Nc2nnc(-c3ncc[nH]3)c3ccccc23)cc1	-1	-1	7	0.74	0.94	-4	-7	6	26
Cc1cccc(C(=O)NC2=NCCS2)c1	-4	2	16	1	0.97	-5	-6	2	-1
COc1ccc(CNC(=O)CN(Cc2ccc(F)cc2)C(=O)c2csnn2)cc1	1	2	10	0.91	1	-2	-9	0	10
Cc1ccc(Cn2ncc3c(NCCCN4CCOCC4)ncnc32)cc1	-4	-5	10	1	1.1	6	-1	-13	-3
O=CN1CCN(S(=O)(=O)c2ccc(S(=O)(=O)NC3CCCCC3)cc2)CC1	-4	2	16	1	1.1	-1	-1	-8	-2
COc1cccc(NC(=O)c2ccc(CN3CCc4ccccc4C3)cc2)c1	-4	0	20	1.1	1.2	-3	-10	-16	-5
Cc1nnc(NC(=O)CSCc2c(C)noc2C)s1	8	1	10	0.91	1.1	0	-8	-12	9
Cc1cc(C(=O)NNc2ccccc2F)no1	1	0	35	1	1.3	0	-1	-25	-4
O=C(NN1C(=O)/C(=C\c2cccnc2)SC1=S)C(c1ccccc1)c1ccccc1	0	3	27	0.78	0.95	0	-7	4	22
COc1cccc(C2=NO[C@@H]3C(=O)N(c4ccc5c(c4)OCCO5)C(=O)[C@H]23)c1OC	-2	2	-7	1	0.88	-6	-7	12	-4
CS(=O)(=O)Nc1cccc(C(=O)CC2(O)C(=O)Nc3ccccc32)c1 (configuration not stated)	1	0	5	1	1	-6	-7	-1	-4
CCN1C(=O)/C(=C/C=C2/Sc3ccc4ccccc4c3N2CCO)SC1=S	-1	7	6	0.79	1.1	3	3	-11	21
Cc1ccccc1-c1nc(CS(=O)(=O)CC(=O)NCCCN2C(C)CCCC2C)c(C)o1 (configuration not stated)	2	-3	-4	1	1.1	-4	-4	-12	-4
CN(C)c1ccc(C2Nc3ccccc3C(=O)N2CCCN2CCOCC2)cc1 (configuration not stated)	-1	1	15	1	0.89	-5	-6	11	-2
CC1CC1C(=O)N(C)CC(=O)Nc1ccccc1Br (configuration not stated)	-1	2	-6	0.91	1.1	-6	-6	-5	9
O=C(/C=C/c1ccc(Cl)cc1)NC1CCS(=O)(=O)C1 (configuration not stated)	-1	0	18	1	0.94	1	-6	6	0
Cc1ccccc1OCc1nc2ccccc2c(=O)n1NC(=O)c1ccco1	-3	2	9	1.1	1	1	-3	-3	-7
Cc1ccc(C(=O)CNc2ccc(Cl)cc2)cc1	0	-1	32	0.98	0.94	0	-9	6	2
COc1ccccc1/C=C1\SC(=S)N(CCC(=O)NNC(=O)c2ccccc2OC)C1=O	0	-10	0	0.96	1.2	-1	0	-21	4
CCOC(=O)CC1C(=O)NCCN1C(=O)c1c(Cl)cccc1Cl (configuration not stated)	-4	0	14	1	1	-1	-4	-2	-1
Nc1c(NCCN2CCOCC2)c2ccccc2oc1=O	-4	-1	4	1.1	1.1	1	-1	-13	-6
CCCCn1c(Cc2ccccc2)nnc1SCC(=O)N1CCOCC1	-2	0	-1	0.96	0.96	-4	-4	4	4
Cc1ccc(OCC(=O)NNC(=O)c2ccc(NC(=O)C3CC3)cc2)c(C)c1	-2	-1	18	0.99	1.5	-1	-4	-46	1
O=C(Cn1c(C(F)(F)F)nc2ccccc21)OCC(=O)c1c[nH]c2ccccc12	-1	1	23	1	1.1	5	-4	-10	-2
CC(Sc1nnc(-c2ccco2)n1C)C(=O)N1C(C)CCCC1C (configuration not stated)	-3	2	22	0.93	1.2	0	-3	-17	7
O=C(NCc1ccccc1)c1ccc(Cl)cc1	-1	.	21	0.99	1	2	-5	0	1
CCOC(=O)c1ccc(NC(=S)Nc2cccc(C)n2)cc1	0	2	19	1.1	0.91	1	3	9	-5

The final 4 entries of the part before are carried over, then new ones follow.
SMILES	MIN6 prolif	SENP1 FRET inh	NALP3 yeast inh	mIAP act	hIAP activ	APOBEC3A inh	APOBEC3G inh	hIAP block	mIAP inh
O=C(Cn1c(C(F)(F)F)nc2ccccc21)OCC(=O)c1c[nH]c2ccccc12	-1	1	23	1	1.1	5	-4	-10	-2
CC(Sc1nnc(-c2ccco2)n1C)C(=O)N1C(C)CCCC1C (configuration not stated)	-3	2	22	0.93	1.2	0	-3	-17	7
O=C(NCc1ccccc1)c1ccc(Cl)cc1	-1	.	21	0.99	1	2	-5	0	1
CCOC(=O)c1ccc(NC(=S)Nc2cccc(C)n2)cc1	0	2	19	1.1	0.91	1	3	9	-5
O=C(CN1CCOCC1)Nc1ncc(Cc2cccc(Cl)c2Cl)s1	0	-1	6	0.92	1.2	2	-5	-22	8
c1ccc(-c2noc(CCC3CCCC3)n2)cc1	-2	0	4	1.1	1	-1	-9	-1	-7
COc1cccc(N=C(N)N=C(N)N)c1	0	0	-14	1	1.1	-5	-5	-10	-2
O=C(O)C1=C[C@@H](c2ccc(C(F)(F)F)cc2)C[C@@H](OCCCCO)O1	-4	2	10	1	1.1	-2	-5	-6	0
COc1cccc(NC(=S)N(CCCN2CCCC(C)C2)Cc2cccs2)c1 (configuration not stated)	5	1	10	0.97	1.1	-1	-7	-5	3
O=C(NCc1cccnc1)c1cccc(S(=O)(=O)N2CCCCC2)c1	2	-1	3	1	0.91	-4	-9	9	-4
O=C(NC1CCCC1)C(c1ccco1)N(C(=O)c1csnn1)c1ccccc1 (configuration not stated)	-1	2	4	0.94	1.1	-3	-12	-10	6
CCNC(=O)N1c2ccc(OC)cc2C(C)=CC1(C)C	-1	3	20	1	1.1	-8	-8	-13	-1
CSc1ccc(/C=N/NC(=O)CN2CCN(Cc3ccccc3)CC2)cc1	-1	1	10	0.9	1	-1	-6	-3	10
CCN1CCCC1CNC(=O)CS(=O)(=O)Cc1nc(-c2ccccc2C)oc1C (configuration not stated)	2	-1	4	1	0.81	-3	-7	20	0
Cc1cnc(C(=O)NC2CC(C)(C)Cc3c2cnn3-c2ccccc2)cn1 (configuration not stated)	3	-1	13	0.97	0.87	3	1	13	3
CCn1nc(C)c(CN2CCC(C(=O)Nc3cccc(-c4cccc(Cl)c4)c3)CC2)c1C	-7	-2	3	8.2*	8.7*	-7	-9	i	i
COc1ccccc1NC(=O)COc1ccc(Br)cc1CO	0	1	13	0.92	0.94	-1	-7	6	8
CC(OC(=O)CCSc1ccccc1)C(=O)Nc1ccc(S(N)(=O)=O)cc1 (configuration not stated)	-6	6	12	0.92	0.88	6	-5	12	8
CCOC(=O)c1c(C)[nH]c(C)c1S(=O)(=O)N(C)CC(=O)Nc1cc(C)ccc1OC	0	2	3	1	0.87	-4	-5	13	-3
CC(C)N(C(=O)CSc1nc2ccccc2n1Cc1ccccc1)C(C)C	-2	1	5	0.9	0.98	1	1	2	10
Cc1ccc(S(=O)(=O)N2CCCCC2C(=O)Nc2ccc(N(C)C)cc2)cc1 (configuration not stated)	1	0	16	0.88	0.79	-4	-4	21	12
CCCCOc1ccc(C(=O)NCC(=O)NCc2ccccn2)cc1	-1	-1	8	1.1	0.99	1	14	1	-9
CCOCCCn1c(=O)c(NC(=O)c2ccc(OCC)cc2)c2n(c1=S)CCCCC2	-1	0	16	1.1	1	-9	-6	-2	-11
O=C(COC(=O)C1CCN(S(=O)(=O)c2ccccc2)CC1)NCCc1ccccc1	-3	0	7	0.98	1	3	-5	-4	2
CSc1ccccc1C(=O)NC1CCCN(c2ccc(C(F)(F)F)cn2)C1 (configuration not stated)	-3	2	21	0.94	1.2	-5	-7	-17	6
COc1ccccc1CN(C)C(=O)c1cccc(S(=O)(=O)N2CCN(Cc3ccccc3)CC2)c1	-3	0	13	1	0.92	0	-10	8	-1
Cc1ccccc1-n1c(=O)/c(=C\c2ccco2)s/c1=C(/C#N)C(=O)Nc1ccccc1	-1	-31	11	0.67	0.94	1	-5	6	33
Cc1cc(C)cc(NC(=O)Nc2ccccc2N2CCCCC2)c1	-4	0	4	3.3*	1.1	-2	-4	-12	-227
CCOC(=O)c1c(NC(=O)CSC(=S)N(C)C)sc(C)c1C	3	-2	9	0.89	0.72	-3	-6	28	11
O=c1c2cc(Br)ccc2nc(-c2cccc(C(F)(F)F)c2)n1O	-3	4	21	0.97	1.2	-3	-2	-23	3
CC1CCCN(S(=O)(=O)c2ccc3c(c2)c(=O)nc2ccc(Cl)cn23)C1 (configuration not stated)	-3	-25	11	0.89	1.1	-2	-5	-12	11
Cn1c(=O)oc2cc(S(=O)(=O)NCc3ccco3)ccc21	3	2	15	1.1	0.98	0	4	2	-8
O=S(=O)(/N=C(/Nc1ccccc1)C(F)(F)F)c1ccccc1	0	0	1	0.93	0.87	-3	3	13	7
CC(=O)N(C)N1c2ccccc2CCc2ccccc21	7	2	-33	0.99	1	-1	-6	-2	1
O=C(Cc1nc2ccccc2[nH]1)c1ccc(Cl)cc1	0	-43	24	0.88	1.2	-4	-8	-19	12
COc1ccc(-c2cnnc(N/N=C/c3ccc(O)c(O)c3)n2)cc1	0	0	20	1.1	1	0	4	-1	-6
COc1ccc(OC)c(S(=O)(=O)Nc2ccccc2C(=O)N2CCCCC2)c1	-1	3	12	1	1.2	-3	-8	-21	-2
COc1ccc2c(c1)C(c1ccc([N+](=O)[O-])cc1)=NNC(c1ccco1)=N2	0	6	33	0.94	0.85	-6	-9	15	6
O=C(COC(=O)c1ccccc1NC(=O)c1ccccc1)c1ccc([N+](=O)[O-])cc1	-3	1	-12	0.95	1.1	-1	-7	-9	5
CC(=O)Nc1ccc(S(=O)(=O)N(Cc2ccccc2)c2ccccc2F)cc1	-4	2	17	1.1	1.1	-4	-10	-14	-11
c1ccc2cc(CN3CCOCC3)ccc2c1	-2	2	15	1	0.88	2	-1	12	-2
CCOc1cc(C(=O)N2CCOCC2)ccc1OCc1ccccc1	-3	3	18	1.1	1	0	-2	-2	-12
O=C(OCc1ccccc1)c1cccc(-c2nnn(Cc3ccccc3)n2)c1	-2	0	2	1.1	0.95	-2	-7	5	-8
O=C(c1cc2ccccn2n1)N1CCN(c2ccccn2)CC1	-3	-2	12	0.94	0.94	-3	-7	6	6
Cc1ccc(-c2nc(N)sc2CC(=O)OCC(=O)NCCC(C)C)cc1	-3	-13	-1	0.78	0.96	-3	-4	4	22
Cn1c(SCc2ccc(Br)cc2)nnc1-c1ccncc1	0	0	15	1.1	1.1	-4	-6	-7	-10
COc1ccc(C(=O)NCC(=O)N/N=C/C(C)=C/c2ccco2)cc1OC	-3	1	18	0.92	0.89	-3	-7	11	8
